SK-BR-3 tox 24h = SK-BR-3 proliferation inhibitors; viability, % at 10 µM; actives 0.47% (n = 41,000); SK-BR-3 viability, CellTiter-Glo ATP luminescence, 24 h; hits give low values;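 active = viability at or below the median of all test compounds minus 3 SD, in both replicates if run twice, cut at about 45% in these data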;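 also: 100% = median untreated cell wells and 0% = median positive control drug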
* = called active by the depositor.

molecule	SK-BR-3 tox 24h
CC(C)CN1CN(S(=O)(=O)c2cccs2)c2nc3ccccc3nc21	81.8
COc1cccc(Nc2ncnc3c2cnn3C)c1	99.8
CC(C)c1[nH]nc2c1C1(CCN(Cc3ccccc3)CC1)C(C#N)=C(N)O2	58.4
CC1(C)CC(c2csc(N)n2)CCO1 (stereo not given)	97.2
Cc1nn(-c2ccc(F)cc2)c2c1cc(C#N)c1nc3ccccc3n12	123.2
O=C1COc2ccc(C(=O)c3ccccc3)cc2CN1	116.0
Cc1sc2nc(CN(Cc3cccs3)C(=O)C3CC3)[nH]c(=O)c2c1C	98.1
CCCn1cnc2c(c1=O)c1nc3ccccc3nc1n2CCc1ccccc1	92.9
CC(=O)c1sc2ccccc2c1OC(=O)c1ccco1	86.0
Cc1cc(NC(=O)CCCS(=O)(=O)c2nc(-c3cccs3)cc(C(F)(F)F)n2)no1	36.8*
CCc1nnc(NS(=O)(=O)c2ccc(N3C(=O)C4CC=C(Cl)CC4C3=O)cc2)s1 (stereo not given)	100.8
O=C(Nc1cccnc1)c1ccc(NC(=O)c2ccco2)cc1	97.4

An excerpt of these results, with each value named.
Cc1cc(NC(=O)CCCS(=O)(=O)c2nc(-c3cccs3)cc(C(F)(F)F)n2)no1
  SK-BR-3 tox 24h: 36.8*
O=C1COc2ccc(C(=O)c3ccccc3)cc2CN1
  SK-BR-3 tox 24h: 116.0
Cc1sc2nc(CN(Cc3cccs3)C(=O)C3CC3)[nH]c(=O)c2c1C
  SK-BR-3 tox 24h: 98.1

Further records:
molecule	SK-BR-3 tox 24h
COC(=O)CNc1nc(-c2cccnc2)nc2ccccc12	97.8
Cn1c(N2CCOCC2)nc2c1c(=O)n(Cc1ccc(Cl)cc1)c(=O)n2C	96.1
CC(=O)C1C(c2ccc(F)cc2)NC(=O)NC1(O)C(F)(F)F (stereo not given)	102.4
CC(=O)Nc1ccc(OCC(O)CN2CCN(c3cc(Cl)ccc3C)CC2)cc1 (stereo not given)	60.9
Cc1nn(C)cc1C1C2=C(CC(C)(C)CC2=O)OC2=C1C(=O)CC(C)(C)C2	87.6
COc1cccc(C2CC(c3ccccc3Cl)Nc3nc(N)nn32)c1 (stereo not given)	97.4
OC(COCc1cccs1)CN1CCN(c2ccccn2)CC1 (stereo not given)	76.6
CCCc1cc(=O)n2[nH]c(NCc3ccccc3Cl)nc2n1	80.9
c1coc(-c2nnc3sc(Cc4cccs4)nn23)c1	60.4
CC(C)CCOP(=O)(c1ccc(N(C)C)cc1)C(O)c1ccccc1F (stereo not given)	87.2
COC(=O)c1ccc(COc2ccc3c(C)c(C)c(=O)oc3c2)o1	85.2
CC(C)c1nnc(NC(=O)CCC(=O)Nc2ccc(F)cc2)s1	99.9

molecule	SK-BR-3 tox 24h
COc1cc2cc(C(=O)Nc3ccccc3)c(N)nc2cc1OC	89.0
Oc1ccccc1-c1nnc(SCCN2CCOCC2)n1Cc1ccccc1	80.8
CCOC(=O)c1[nH]cnc1C(=O)Nc1ccncc1	107.0
CCOC(=O)C1CCCN(C(=O)COC(=O)c2cc(=O)c3ccccc3o2)C1 (stereo not given)	100.7
Cc1cc(CN2CCN(CCC#N)CC2)c(O)c(C2(C)CCCCC2)c1	83.6
Cc1nc(NC(=O)CSc2nc3cccnc3n2C2CCCCC2)sc1C	85.9
CCN(C(=O)c1coc(=O)c(Br)c1)c1ccc2c(c1)OCO2	80.6
CC(=O)NC1CC2CCCC(C1)N2C(=O)Nc1ccc(Cl)c(C(F)(F)F)c1 (stereo not given)	77.6
CCN1C(=O)c2ccc(C(=O)NCc3ccccc3)cc2C1=O	98.6
c1ccc(Cc2nnc3sc(-c4ccccn4)nn23)cc1	96.9
CCS(=O)(=O)N1CCN(c2nc(-c3ccccc3)cs2)CC1	98.5
CC(C)(C)OC(=O)N[C@@H](Cc1ccccc1)c1nnc(SCC(=O)O)o1	70.9

molecule	SK-BR-3 tox 24h
CC(C)(C)n1nnc(CCc2nnn(C(C)(C)C)n2)n1	103.5
Cc1cc(NC(=O)c2cc3nc(C4CC4)cc(C(F)(F)F)n3n2)no1	97.0
CCc1ccc2nc(N3CCN(C)CC3)c(C#N)cc2c1	90.5
Cc1ccc2nc(C3CCN(C(=O)NCc4ccccc4)CC3)[nH]c2c1	79.2
COCC(=O)n1nc(-c2ccccc2)nc1NCc1ccc(F)cc1	94.6
O=C(Nc1ccc2c(c1)OCO2)C(c1ccccc1)N1CCC2(CC1)OCCO2 (stereo not given)	87.0
CC(=O)Nc1ccc(S(=O)(=O)n2cnc(C)c2)cc1	102.4
COC(=O)c1ccc(C)c(NC(=O)CN2C(=O)c3ccccc3S2(=O)=O)c1	93.3
CSC1=Nc2sc3c(c2C2=NCCN12)CC(C)(C)OC3	89.8
Cc1ccc(-c2cc(-c3ccccc3Cl)c(C#N)c(N)n2)o1	93.7
O=C1C(=C2CCCCC2)SC(=S)N1Cc1ccco1	113.6
CCN(CC)CCOc1cc2c(nn1)Oc1ccccc1N2C	77.2

molecule	SK-BR-3 tox 24h
CCOc1cc(-c2nn3cnnc3s2)cc(OCC)c1OCC	94.1
CCOC(=O)c1c(NC(=O)CSc2nnc(-c3ccco3)o2)sc(C(C)=O)c1C	94.1
CCOC(=O)Cc1csc(NS(=O)(=O)Cc2ccccc2)n1	90.0
CC(C)c1cc(NC(=O)C(C)(C)C)cc(C(C)C)c1O	91.4
COc1ccc(OC)c(-n2nnnc2SCC(=O)Nc2ccc3c(c2)OCCO3)c1	87.0
CCOC(=O)C1=C(C)C(c2ccc(OC)cc2OC)NC(=O)N1 (stereo not given)	100.5
O=C(Nc1sc2c(c1C(=O)O)CCCCC2)c1ccco1	89.3
O=C(NCc1cccc(F)c1)C1CCN(S(=O)(=O)Cc2ccccc2)CC1	97.5
CCOC(=O)c1cn(CC(=O)Nc2ccc(CC)cc2)nn1	79.7
COc1cccc(CNC(=O)C(CCSC)NS(=O)(=O)c2ccc3c(c2)oc(=O)n3C)c1 (stereo not given)	80.8
Cc1c(Br)cc(C(=O)N2CCCC2)c(C)c1C	88.6
C/C(=C(\C#N)C(=O)NCCCN1CCOCC1)N(C)C	77.4

molecule	SK-BR-3 tox 24h
Cc1ccc(-c2nnn(CC(=O)N(CC(=O)NC3CCCC3)c3cnc4ccccc4c3)n2)o1	94.1
CC1CN(CC(=O)N2CCc3[nH]c4ccccc4c3C2)CC(C)O1 (stereo not given)	74.4
Cc1nc(-c2ccccc2)cc(=O)[nH]1	105.7
CC1=C(C(=O)Nc2ccccc2)C(c2ccco2)n2ncnc2N1 (stereo not given)	86.7
Cn1c(=O)c2c(nc(CN3CCOCC3)n2CCc2ccccc2)n(C)c1=O	54.5
CCOC(=O)C1(C)NC(c2ccc(OC)c(OC)c2)C2C(=O)N(CC)C(=O)C21 (stereo not given)	90.8
COc1ccc2[nH]c(C)c(C(=O)CN3CC(C)OC(C)C3)c2c1 (stereo not given)	86.6
O=C(c1cccc(Cl)c1Cl)N1CCN(c2ccccn2)CC1	100.0
CCC(=O)Nc1ccc(C(=O)CSc2nnc(-c3cccnc3)o2)cc1	79.4
Cn1c(C(=O)N2CCc3ccccc3C2)cc2oc3ccccc3c21	107.3
O=C(NC(Nc1ncccn1)C(=O)c1ccccc1)c1ccccc1 (stereo not given)	95.1
Cc1ccc(C)c(OCCCC(C)(C)C(=O)O)c1	100.8

Taken from above:
COc1ccc2[nH]c(C)c(C(=O)CN3CC(C)OC(C)C3)c2c1 (stereo not given) in SK-BR-3 tox 24h: 86.6
Cn1c(=O)c2c(nc(CN3CCOCC3)n2CCc2ccccc2)n(C)c1=O in SK-BR-3 tox 24h: 54.5
O=C(NC(Nc1ncccn1)C(=O)c1ccccc1)c1ccccc1 (stereo not given) in SK-BR-3 tox 24h: 95.1
Cc1ccc(-c2nnn(CC(=O)N(CC(=O)NC3CCCC3)c3cnc4ccccc4c3)n2)o1 in SK-BR-3 tox 24h: 94.1
CC1=C(C(=O)Nc2ccccc2)C(c2ccco2)n2ncnc2N1 (stereo not given) in SK-BR-3 tox 24h: 86.7
Cn1c(C(=O)N2CCc3ccccc3C2)cc2oc3ccccc3c21 in SK-BR-3 tox 24h: 107.3
Cc1ccc(C)c(OCCCC(C)(C)C(=O)O)c1 in SK-BR-3 tox 24h: 100.8

Following part.
molecule	SK-BR-3 tox 24h
CCOc1ccc(NC(=O)NCCN2C(C)CCCC2C)cc1 (stereo not given)	91.4
COc1ccc(Cn2nnc(C(=O)Nc3ccc(F)cc3)c2N)cc1	97.5
COc1cc(S(=O)(=O)NCc2ccc3c(c2)OCO3)ccc1Cl	91.5
CC(=O)Oc1c(S(=O)(=O)c2ccccc2)c(C)nn1C(C)(C)C	92.6
CCNC(=O)c1c(C)nc2ccccn12	110.5
Cc1ccc(-n2ncc(C#N)c2/N=C/N2CCCCCC2)cc1	92.6
N#Cc1ccccc1NC(=O)c1ccccc1OCC(=O)NCc1ccco1	106.6
Cc1ccc2oc(NC(=O)N3CCOCC3)cc(=O)c2c1	93.0
CCN(CC)CCCNc1cc2n(c(=O)n1)CCc1cc(OC)c(OC)cc1-2	134.9
CCN(CC)C(=O)CSc1nnc(-c2ccc(S(=O)(=O)NCc3ccccc3Cl)cc2)o1	84.3
Cc1cccc(-c2noc(CCC(=O)Nc3ccccc3)n2)c1	84.1
Cc1nc(-c2cnn(-c3ccccc3)c2)c2cc(C)oc2n1	88.1

molecule	SK-BR-3 tox 24h
Clc1ccc(OCc2nc(-c3ccncc3)no2)c(Cl)c1	78.1
O=P(O)(O)c1ccccc1OCCOCCOc1ccccc1P(=O)(O)O	79.3
O=C(CN1C(=O)c2ccccc2C1=O)Nc1ccc(S(=O)(=O)NCC2CCCO2)cc1 (stereo not given)	96.1
CC(NS(=O)(=O)c1ccc(F)cc1)C(=O)NCc1ccncc1 (stereo not given)	98.4
CCOC(=O)c1ccc(NC(=O)N2CCN(S(C)(=O)=O)CC2)cc1	95.4
Cc1nc2c(C)cccn2c1/C(O)=C1\C(=O)C(=O)N(CCN(C)C)C1c1ccncc1 (stereo not given)	92.9
COCCNC(=O)COc1ccc(C)c(C)c1	81.6
CC(C)(C)n1nc2c(c1NC(=O)c1ccc(S(=O)(=O)N3CCCCC3)cc1)CS(=O)C2 (stereo not given)	65.5
Cc1ccc(S(=O)(=O)N2CCC(C(=O)N[C@H](C(=O)NCC3CCCO3)C(C)C)CC2)cc1 (stereo not given in full)	109.7
CCN(CC)CCNC(=O)c1cc(S(C)(=O)=O)ccc1OC	89.6
Cc1cc2oc(=O)cc(CN3CCC(C)CC3)c2c(C)c1Cl	89.8
CC1(C)Cc2c(C#N)c(OCC(=O)c3ccccc3)nc(-c3ccoc3)c2CO1	80.5

molecule	SK-BR-3 tox 24h
CC1(C)CC(=O)C(C=Nc2ccc(Cl)cn2)=C(O)C1	78.7
O=c1[nH]n(-c2cccc3cccnc23)c(=O)c2ccccc12	98.3
CCN1C(=O)C2(C(C#N)=C(N)Oc3c2c(C)nn3-c2ccccc2)c2ccccc21 (stereo not given)	83.6
CC1CCN(C(=O)c2ccccc2NC(=O)c2cccc(S(=O)(=O)N3CCOCC3)c2)CC1	81.1
CCN(CC)CCNC(=O)C1CCC(=O)N1CCc1ccccc1 (stereo not given)	83.7
O=C(Nc1ccc(F)cc1)c1ccc(S(=O)(=O)NCC2CCCO2)cc1 (stereo not given)	74.3
O=C(Cn1nnc(-c2ccc(CN3CCOCC3)cc2)n1)NC1CCCCC1	111.1
COc1ccc(CCNC(=O)CN(C2CCCCC2)S(C)(=O)=O)cc1	84.7
COc1ccc(N(C)S(=O)(=O)c2c(C)[nH]c(=O)[nH]c2=O)c(OC)c1	81.2
CCc1ccc(NC(=O)CS(=O)CC(=O)Nc2ccc(F)cc2F)cc1 (stereo not given)	93.9
Nc1ccc2ncccc2c1	99.7
CCOC(=O)N1CCN(c2nc(SC)nc3sc4c(c23)CC(C)(C)OC4)CC1	83.7

molecule	SK-BR-3 tox 24h
COc1ccc(OCC(=O)N2CCN(C(=O)c3cccs3)CC2)cc1	90.4
Cc1c(C(=O)OC(C)C)[nH]c2c1C(=O)CC(C)(C)C2	85.8
Cc1ccc(S(=O)(=O)NCCNC(=O)CN2CCCC2)cc1	96.3
COC(=O)Nc1ccc2c(c1)N(C(=O)CCN1CCN3CCCC3C1)c1ccccc1S2 (stereo not given)	91.9
COCC(C)NC(=O)c1ccc(Cl)c(Cl)c1 (stereo not given)	91.9
CSc1sc(C)cc1C1C(C#N)=C(N)N(c2cccnc2)C2=C1C(=O)CCC2 (stereo not given)	68.5
Cc1ccc(C2C3CN(C(C)C)CC=C3C(C#N)=C(N)C2(C#N)C#N)cc1 (stereo not given)	82.7
O=C(CC12CC3CC(C1)CC(CC(=O)NC1=NCCS1)(C3)C2)NC1=NCCS1	102.6
Brc1ccc(-c2nn3c(Cc4ccccc4)nnc3s2)o1	97.3
CCOC(=O)c1c(NC(=O)c2cccs2)sc2c1CCCC2	82.4
CN(C)c1ccc(CN(C(=O)COc2ccccc2)C2CCS(=O)(=O)C2)cc1 (stereo not given)	97.5
CC(C)CCn1c(Cl)nc2c1c(=O)n(C)c(=O)n2C	104.1

molecule	SK-BR-3 tox 24h
CCOC(=O)C1=C(N)n2c(s/c(=C\c3cccnc3)c2=O)=C(C(=O)OC)C1c1cccnc1 (stereo not given)	81.1
OC(COCC1COc2ccccc2O1)CN1CCN(c2ccccn2)CC1 (stereo not given)	68.3
CCOC(=O)N1CCC(NC(=O)c2cc(C(=O)Nc3ccc(OC)c(OC)c3)ccc2CO)CC1	81.7
O=C(Nc1ccccc1C(=O)N1CCOCC1)C1CCC(=O)N1C1CCCC1 (stereo not given)	77.4
Cc1ccc(C2C3=C(CCCC3=O)Nc3nc(SCC(=O)NCc4ccco4)[nH]c(=O)c32)cc1 (stereo not given)	95.2
O=C(c1ccco1)N1CCN(S(=O)(=O)N2CCOCC2)CC1	92.7
Cc1cccc(C)c1NC(=O)CSCC(=O)c1ccc(O)c(O)c1	89.9
O=C(N1CCN=C1SCc1cccnc1)C12CC3CC(CC(C3)C1)C2	128.9
Cc1nc(=O)c(-c2ccccc2)c(C)n1CC1CCCO1 (stereo not given)	107.6

From PubChem BioAssay

An excerpt; count on the stated rates, not on these rows.
